OPRM1-OPRD1 inv = inverse agonists of human mu-delta opioid receptor heterodimerization | cell-based MOR-DOR heterodimer luminescence, inverse agonism | inhibition, % at 9.3 µM | P35372+P41143 | 340,000 tested, 0.21% active; in the data active = inhibition above about 22%, passing the limit was not always enough;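 also: 0% = cells with DMSO and 100% = wells without cells with DMSO; values of inactives mirror those of a sister screen read the other way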
PfHsp90 yeast 2 = inhibits growth of yeast expressing Plasmodium falciparum Hsp90. inhibition, % at 9.4 µM. S. cerevisiae expressing PfHsp90, BacTiter-Glo ATP, 48 h; yeast lacking PDR1 and PDR3 efflux regulators. AID 504621. 310,000 tested, 0.32% active;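 active = every replicate shows inhibition above about 80%, whatever the replicate mean, limit read from the data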;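 also: 0% = DMSO neutral controls and 100% = 20 µM radicicol positive controls; yeast relying on Plasmodium falciparum Hsp90 in place of its own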
Mot1-301 SUMO = SUMOylation pathway inhibition by Mot1-301 growth rescue; 320,000 tested, 1% active; AID 2716; growth rescue, % at 18.8 µM; S. cerevisiae Mot1-301 growth rescue, ATP luminescence, 38.5C; percent above DMSO median, 100 means doubled;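 active = every valid replicate shows activation above 250% relative to neutral control wells; inactive = the rest, any valid replicate at or below 250%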;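 also: OY570 slx delta 5 strain wells were the positive control but not used for scaling; some compounds called inactive have numbers as strong as hits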
PKA-R1A act = activates the PKA-R1A holoenzyme complex. AID 504707. P00514+P68181. 340,000 tested, 0.083% active. activation, % at 11.4 µM. PKA-R1A dissociation, Cy5-IP20 fluorescence polarization; scaled: DMSO 0%, 113 µM cGMP 100%;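 active = percent activation above the mean of all tested compounds plus 3 SD, cut at about 19% in these data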;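 also: higher means more PKAc released from R1A so a rise in polarization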
AddAB inh = less growth of phage-infected E. coli with AddAB | E. coli expressing H. pylori AddAB, absorbance growth | inhibition, % at 11.9 µM | 330,000 tested, 0.29% active; in the data active = inhibition above about 12%;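 also: 0% = vehicle wells of infected cells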
HTR5A ag = counter-screen for OPRM1-OPRD1 agonists: human HTR5A agonism. P47898. HTR5A agonist assay, luminescence, cell-based. activation, % at 9.3 µM. 340,000 tested, 0.61% active. AID 504692; in the data active = activation mostly above about 9.5%, no sharp cut-off; inactive = mostly below about 7.6%;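 also: 0% = cells with vehicle only and 100% = reference agonist; strong numbers were not always called active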
Target sequence (P47898 whole entry, looked up): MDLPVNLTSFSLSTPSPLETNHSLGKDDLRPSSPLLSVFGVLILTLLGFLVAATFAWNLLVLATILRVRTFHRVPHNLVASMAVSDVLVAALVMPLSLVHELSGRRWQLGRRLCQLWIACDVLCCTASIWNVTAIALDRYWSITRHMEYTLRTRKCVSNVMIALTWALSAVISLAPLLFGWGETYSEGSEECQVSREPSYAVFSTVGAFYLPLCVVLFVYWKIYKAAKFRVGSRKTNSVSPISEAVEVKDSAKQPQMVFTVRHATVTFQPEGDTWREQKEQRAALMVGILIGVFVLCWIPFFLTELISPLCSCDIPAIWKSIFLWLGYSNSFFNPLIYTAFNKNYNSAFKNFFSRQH
HTR5A inv ag = counter-screen for OPRM1-OPRD1 inverse agonists: human HTR5A inverse agonism; P47898; inhibition, % at 9.3 µM; AID 504634; 340,000 tested, 0.083% active; HTR5A cell line, luminescence; in the data active = inhibition mostly above about 23%, no sharp cut-off; inactive = mostly below about 18%;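 also: 0% = cells with DMSO and 100% = no-cell wells with DMSO; some compounds called inactive have numbers as strong as hits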
OPRM1-OPRD1 ag = OPRM1-OPRD1 heterodimerization agonism. P35372+P41143. cells, luminescence. activation, % at 9.3 µM. 340,000 tested, 0.3% active; in the data active = activation above about 18%;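 also: 0% = vehicle-treated cells and 100% = reference agonist; values of inactives mirror those of a sister screen read the other way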
Ecoli viability = counter-screen for AddAB inhibitors: E. coli growth inhibition | E. coli V3065 growth, OD600 absorbance, 18 h | 330,000 tested, 0.27% active | inhibition, % at 11.9 µM;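 active = inhibition above the campaign's mean inhibition across all tested compounds plus 3 SD, cut at about 9.9% in these data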;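 also: uninfected addAB+ strain grown without phage in ampicillin broth; 0% = DMSO wells and 100% = ciprofloxacin 0.95 µg/ml wells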
Pemphigus Ab inh = blocks pemphigus antibody binding to human desmoglein-3. binding (percent of control), % at 10 µM. 310,000 tested, 0.48% active. AID 588358. DSG3-coupled beads, scFv-anti-DSG3-GFP binding, flow cytometry; active compounds read low;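 active = binding more than 3 SD below its plate's average and above zero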;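 also: hits lower antibody fragment binding to DSG3; some compounds called inactive have numbers as strong as hits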
phage Ecoli inh = E. coli growth loss with phage present; 360,000 tested, 0.26% active; inhibition, % at 11.9 µM; growth absorbance; in the data active = inhibition above about 11%
Active calls of the source: *.

CC(=O)c1ccc(S(=O)(=O)NCc2ccc(C(=O)NCC(c3ccccc3)N(C)C)cc2)cc1 (configuration not stated) was read as OPRM1-OPRD1 inv -292, PfHsp90 yeast 2 4, Mot1-301 SUMO 273, PKA-R1A act -5, AddAB inh 2.9, HTR5A ag 4, HTR5A inv ag -11, OPRM1-OPRD1 ag 55*, Ecoli viability -3.2, Pemphigus Ab inh 109 and phage Ecoli inh -1.0.
Screening N#Cc1ccc(C(=O)Nc2nc3ccccc3[nH]2)cc1 returned OPRM1-OPRD1 inv 8, PfHsp90 yeast 2 -7, Mot1-301 SUMO -9, PKA-R1A act -8, AddAB inh 0.3, HTR5A ag 0, HTR5A inv ag -1, OPRM1-OPRD1 ag -1.5, Ecoli viability -4.2, Pemphigus Ab inh 101 and phage Ecoli inh -2.1.
`CC(C)C(Cl)=NOC(=O)Nc1ccc(S(N)(=O)=O)cc1` gave OPRM1-OPRD1 inv -12, PfHsp90 yeast 2 22, PKA-R1A act 12, HTR5A ag -2, HTR5A inv ag 8, OPRM1-OPRD1 ag 2.8, Pemphigus Ab inh 102 and phage Ecoli inh 3.6.
Screening Cc1nn(Cc2c(Cl)cccc2Cl)c(C)c1NC(=O)c1cc(C(C)C)on1 returned OPRM1-OPRD1 inv -32, PfHsp90 yeast 2 -4, Mot1-301 SUMO -11, PKA-R1A act 0, AddAB inh -0.5, HTR5A ag 2, HTR5A inv ag 6, OPRM1-OPRD1 ag 5.5, Ecoli viability -1.1, Pemphigus Ab inh 95 and phage Ecoli inh 3.5.
For CCOC(=O)c1cc2[nH]c3ccccc3c2[n+](-c2ccc([N+](=O)[O-])cc2)c1C the results were OPRM1-OPRD1 inv -16, PfHsp90 yeast 2 -4, Mot1-301 SUMO -5, PKA-R1A act 0, AddAB inh 2.1, HTR5A ag 0, HTR5A inv ag -2, OPRM1-OPRD1 ag 2.7, Ecoli viability -0.9, Pemphigus Ab inh 100 and phage Ecoli inh -0.3.
`COCCNc1nnc(SCC(=O)NC(=O)c2ccccc2)s1` gave OPRM1-OPRD1 inv 5, PfHsp90 yeast 2 -12, Mot1-301 SUMO -7, PKA-R1A act -4, AddAB inh -2.5, HTR5A ag -1, HTR5A inv ag 4, OPRM1-OPRD1 ag -0.8, Ecoli viability -0.8, Pemphigus Ab inh 106 and phage Ecoli inh 2.4.
Screening COC(=O)c1cccc(NC(=O)c2cccc(OC)c2)c1 returned OPRM1-OPRD1 inv 13, PfHsp90 yeast 2 10, Mot1-301 SUMO -13, PKA-R1A act 5, AddAB inh 3.4, HTR5A ag 2, HTR5A inv ag -13, OPRM1-OPRD1 ag -2.2, Ecoli viability -0.6, Pemphigus Ab inh 103 and phage Ecoli inh 0.5.
Screening Cc1ccsc1/C=N\NC(=O)c1ccc2c(c1)OCO2 returned OPRM1-OPRD1 inv 6, Mot1-301 SUMO 119, PKA-R1A act 2, AddAB inh 0.1, HTR5A ag -1, HTR5A inv ag 16, OPRM1-OPRD1 ag -1.1, Ecoli viability -0.2, Pemphigus Ab inh 103 and phage Ecoli inh 1.4.
O=C1C=C(c2ccc(O)cc2)C[C@@H](c2ccc3c(c2)OCO3)C1 was read as OPRM1-OPRD1 inv -2, PfHsp90 yeast 2 -13, Mot1-301 SUMO -4, PKA-R1A act 1, AddAB inh 1.4, HTR5A ag -8, HTR5A inv ag 11, OPRM1-OPRD1 ag 0.3, Ecoli viability 1.7, Pemphigus Ab inh 99 and phage Ecoli inh 2.2.
For C/C(=N\NC(=O)c1sccc1C)c1ccncc1 the results were OPRM1-OPRD1 inv 14, PfHsp90 yeast 2 2, Mot1-301 SUMO 5, PKA-R1A act -6, AddAB inh 0.3, HTR5A ag 0, HTR5A inv ag -15, OPRM1-OPRD1 ag -2.7, Ecoli viability 0.4 and phage Ecoli inh -0.8.
For NC(=O)C1CCN(C(=O)C2CCC(=O)N(C3CCCCCC3)C2)CC1 (configuration not stated) the results were OPRM1-OPRD1 inv 7, PfHsp90 yeast 2 -33, Mot1-301 SUMO 8, PKA-R1A act -8, AddAB inh 1.7, HTR5A ag 1, HTR5A inv ag 14, OPRM1-OPRD1 ag -1.3, Ecoli viability 0.8, Pemphigus Ab inh 95 and phage Ecoli inh 2.3.
CCOc1ccccc1NC(=O)c1nc(S(=O)(=O)Cc2ccccc2)ncc1Cl was read as OPRM1-OPRD1 inv 16, PfHsp90 yeast 2 -58, PKA-R1A act -2, AddAB inh 2.4, HTR5A ag -1, HTR5A inv ag 20, OPRM1-OPRD1 ag -2.9, Ecoli viability -1.0, Pemphigus Ab inh 100 and phage Ecoli inh 1.1.
COc1ccccc1CCC(=O)OCC(=O)N1CCN(S(=O)(=O)c2ccc(C)cc2C)CC1 was read as OPRM1-OPRD1 inv 4, Mot1-301 SUMO -21, PKA-R1A act -14, AddAB inh -0.2, HTR5A ag 2, HTR5A inv ag -5, OPRM1-OPRD1 ag -0.6, Ecoli viability 0.3, Pemphigus Ab inh 96 and phage Ecoli inh 4.5.
COc1cc(CCC(=O)NCc2ccc(S(N)(=O)=O)cc2)cc(OC)c1OC was read as OPRM1-OPRD1 inv 10, PfHsp90 yeast 2 13, Mot1-301 SUMO -6, PKA-R1A act -7, AddAB inh -0.2, HTR5A ag 0, HTR5A inv ag 0, OPRM1-OPRD1 ag -2.2, Ecoli viability 0.0, Pemphigus Ab inh 109 and phage Ecoli inh 3.4.
For O=C(Nc1ccccc1F)NC1CCN(Cc2nnnn2Cc2ccc(F)cc2)CC1 the results were OPRM1-OPRD1 inv 10, PfHsp90 yeast 2 -28, Mot1-301 SUMO 6, PKA-R1A act -5, AddAB inh 0.6, HTR5A ag 2, HTR5A inv ag -4, OPRM1-OPRD1 ag -2.1, Ecoli viability -1.8, Pemphigus Ab inh 97 and phage Ecoli inh 4.6.
For COc1ccc(OC)c(S(=O)(=O)N(C)CC(=O)Nc2ccc3c(c2)OCCO3)c1 the results were OPRM1-OPRD1 inv 4, PfHsp90 yeast 2 12, Mot1-301 SUMO -3, PKA-R1A act -3, AddAB inh 4.7, HTR5A ag -7, HTR5A inv ag 18, OPRM1-OPRD1 ag -0.8, Ecoli viability 2.0, Pemphigus Ab inh 96 and phage Ecoli inh 5.0.
Screening O=C(NCCc1ccccc1)C1CCN(C(=O)c2sccc2-n2cccc2)CC1 returned OPRM1-OPRD1 inv 12, PfHsp90 yeast 2 8, Mot1-301 SUMO -5, PKA-R1A act -6, AddAB inh -1.4, HTR5A ag -5, HTR5A inv ag 9, OPRM1-OPRD1 ag -2.1, Ecoli viability 0.3, Pemphigus Ab inh 108 and phage Ecoli inh 0.2.
For Nc1nc(C23CC4CCC(CC(C4)C2)C3)cs1 the results were OPRM1-OPRD1 inv -20, PfHsp90 yeast 2 16, PKA-R1A act 2, AddAB inh 2.4, HTR5A ag -1, HTR5A inv ag 2, OPRM1-OPRD1 ag 3.7, Ecoli viability -0.3, Pemphigus Ab inh 114 and phage Ecoli inh 2.4.
COc1ccc(C)cc1NC(=O)NCc1ccc(F)cc1 was read as OPRM1-OPRD1 inv 7, PfHsp90 yeast 2 11, Mot1-301 SUMO -5, PKA-R1A act -5, AddAB inh 4.2, HTR5A ag -1, HTR5A inv ag 4, OPRM1-OPRD1 ag -1.1, Ecoli viability 0.7, Pemphigus Ab inh 86 and phage Ecoli inh 2.5.
Screening CN(C)C(=O)Cn1cnc2c(cnn2-c2ccccc2Cl)c1=O returned OPRM1-OPRD1 inv 13, PfHsp90 yeast 2 -9, Mot1-301 SUMO 2, PKA-R1A act -8, AddAB inh 0.9, HTR5A ag 0, HTR5A inv ag -3, OPRM1-OPRD1 ag -2.5, Ecoli viability -0.7, Pemphigus Ab inh 97 and phage Ecoli inh -0.2.
O=C(CSc1nccn1-c1cccc(Cl)c1)Nc1ccc2c(c1)OCCO2 was read as OPRM1-OPRD1 inv 13, PfHsp90 yeast 2 -35, Mot1-301 SUMO -1, PKA-R1A act -2, AddAB inh 3.4, HTR5A ag 3, HTR5A inv ag -8, OPRM1-OPRD1 ag -2.2, Ecoli viability -0.5, Pemphigus Ab inh 100 and phage Ecoli inh 0.1.
`CC(=O)NCCOc1nc(N(C)C)nc(N2CCCCC2)n1` gave OPRM1-OPRD1 inv 10, PfHsp90 yeast 2 7, Mot1-301 SUMO -1, PKA-R1A act -14, AddAB inh 2.3, HTR5A ag 2, HTR5A inv ag -7, OPRM1-OPRD1 ag -1.4, Ecoli viability -2.1, Pemphigus Ab inh 98 and phage Ecoli inh 0.9.
Screening CCN(CC)S(=O)(=O)c1ccc(S(=O)(=O)N(CC(=O)Nc2ccccc2)CC2CCCO2)cc1 (configuration not stated) returned OPRM1-OPRD1 inv 8, Mot1-301 SUMO 18, PKA-R1A act -15, AddAB inh -0.1, HTR5A ag 5, HTR5A inv ag 4, OPRM1-OPRD1 ag -1.5, Ecoli viability -0.2, Pemphigus Ab inh 100 and phage Ecoli inh -0.2.
O=C1CC(c2ccccc2)CC(O)=C1C=NCCN1CCN(C(=O)Nc2ccccc2)CC1 (configuration not stated) was read as OPRM1-OPRD1 inv 1, PfHsp90 yeast 2 -3, Mot1-301 SUMO 2, PKA-R1A act -11, AddAB inh 0.3, HTR5A ag 3, HTR5A inv ag -9, OPRM1-OPRD1 ag -0.2, Ecoli viability -0.2, Pemphigus Ab inh 97 and phage Ecoli inh 2.8.
Screening COC(=O)Nc1ncc(CN2CCC(c3ccccc3)CC2)s1 returned OPRM1-OPRD1 inv 4, Mot1-301 SUMO 5, PKA-R1A act -1, AddAB inh -0.2, HTR5A ag -1, HTR5A inv ag 6, OPRM1-OPRD1 ag -0.8, Ecoli viability -0.7, Pemphigus Ab inh 73 and phage Ecoli inh -0.5.
Screening CCOc1cc(C(=O)Nc2ccccc2N2CCOCC2)ccc1OCC(=O)N1CCCCC1 returned OPRM1-OPRD1 inv 14, PfHsp90 yeast 2 -3, Mot1-301 SUMO -9, PKA-R1A act -5, AddAB inh 3.2, HTR5A ag 4, HTR5A inv ag -13, OPRM1-OPRD1 ag -2.8, Ecoli viability 1.4, Pemphigus Ab inh 104 and phage Ecoli inh 1.8.
`N#Cc1c(N)sc(=S)c2c1CCCCC2` gave OPRM1-OPRD1 inv -7, PfHsp90 yeast 2 1, Mot1-301 SUMO -3, PKA-R1A act -3, AddAB inh 3.6, HTR5A ag -2, HTR5A inv ag 14, OPRM1-OPRD1 ag 1.4, Ecoli viability 1.4, Pemphigus Ab inh 95 and phage Ecoli inh 1.9.
CC(C)(C)C(=O)Nc1sc2c(c1C#N)CCN(Cc1ccccc1)C2 was read as OPRM1-OPRD1 inv 8, PfHsp90 yeast 2 2, Mot1-301 SUMO -20, PKA-R1A act -6, AddAB inh -0.6, HTR5A ag 0, HTR5A inv ag -33, OPRM1-OPRD1 ag -1.3, Ecoli viability 0.0, Pemphigus Ab inh 107 and phage Ecoli inh 5.4.
For COc1ccc(S(=O)(=O)N2CCN=C2SCc2cccnc2)cc1 the results were OPRM1-OPRD1 inv 1, PfHsp90 yeast 2 -1, Mot1-301 SUMO 4, PKA-R1A act -3, AddAB inh 3.0, HTR5A ag 6, HTR5A inv ag -17, OPRM1-OPRD1 ag -0.1, Ecoli viability -0.9, Pemphigus Ab inh 107 and phage Ecoli inh 4.2.
